Assay outcomes as filed in PubChem BioAssay.
ARNT-TACC3 inh – disruptors of ARNT/TACC3 protein interaction, primary screen, biochemical, AlphaScreen, single concentration. AlphaScreen His-ARNT PAS-B/GST-TACC3 binding, luminescence; TACC3 fragment carries E629A point mutation. 390,000 compounds, 0.66% hits. inhibition, % at 9.99 µM. Transforming acidic coiled-coil-containing protein 3 (Homo sapiens), Q9Y6A5;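 active = mean inhibition of replicates at least 50% and at least half of replicates each reaching 50%; inconclusive = half or more replicates reach 50% but mean below 50%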;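 note: 0% = complete ARNT plus TACC3 wells and 100% = ARNT alone without TACC3; many hits fall short of the cut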
LGR2 antag – inhibitors of bursicon-induced LGR2 CRE-luciferase signal, primary screen, cell-based, HEK293, CRE-luciferase reporter, bursicon stimulation. bursicon-stimulated, 4 h. inhibition, % at 9.99 µM. 380,000 compounds, 0.35% hits;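 active = drop in luminescence signal, shown as inhibition above about 50% in the replicate tests, limit read from the data, passing the limit was not always enough; inconclusive = probably only some replicates passing the limit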;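 note: agonist challenge used bursicon conditioned medium at about half maximal strength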
PAX8 inh HTS – inhibitors of PAX8-driven TPO luciferase reporter, primary screen, RMG-I cells, single concentration | SteadyGlo, 24 h | inhibition, % at 12.6 µM | 360,000 compounds, 1.2% hits;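 active = mean replicate inhibition at least 60% with every replicate also reaching 60%; inconclusive = only one of the two criteria is met; inactive = mean below 60% and not all replicates reaching 60%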;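 note: luciferase light reporting Pax8 driven TPO promoter activity; plate controls were median of neutral control wells for no effect and mitoxantrone controls for full effect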
PglD inh – C. jejuni PglD acetyltransferase inhibitors, primary screen, biochemical, DTNB colorimetric, single point. inhibition, % at 12.5 µM. AID 602405, 2012. purified PglD enzyme, DTNB colorimetric CoA detection. UDP-N-acetylbacillosamine N-acetyltransferase PglD (Campylobacter jejuni). 360,000 compounds, 0.098% hits; in the data active = inhibition above about 16%, passing the limit was not always enough; inconclusive = no clear call, values can overlap the other calls; note: strong numbers were not always called active
PGC1a acetyl inh – inhibitors of PGC1a acetylation signal, primary screen, cell-based, U2OS, AlphaScreen, inhibitor mode. AlphaScreen anti-acetyl-lysine; with virally co-expressed GCN5 acetyltransferase. inhibition, % at 15.6 µM. AID 651687, 2012. 350,000 compounds, 0.17% hits;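 active = every replicate shows inhibition of at least 40%; inconclusive = mean inhibition at least 40% but some replicate below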;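 note: 0% = neutral control wells and 100% = positive control wells; some results beyond the cut were filed as inactive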
Cneo AK release – Cryptococcus neoformans cell lysis inducers, primary screen, AK release luminescence, single concentration. C. neoformans lysis, adenylate kinase release luminescence, 4 h; normalised: neutral wells 0, clomiphene wells 100. lysis activity, % at 15 µM. 360,000 compounds, 0.2% hits. AID 651654, 2012;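 active = mean lysis activity across replicates of at least 80%, whatever share of replicates individually reach that level; inactive = mean lysis activity below 80%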
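Material – Cryptococcus neoformans yeast cells · Quantity – 5 × 10^6 yeast cells/mL · Buffer or medium – YPD medium · Compound – single dose · Timing – 4 h static compound exposure, 37 °C, read 1 h post-reagent · Signal – adenylate kinase release luminescence · Read-out basis – lysis from increased AK signal · Benchmarks – Clomiphene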
C2C12 statin – suppressors of statin myotoxicity in C2C12 myotubes, primary screen, cell-based, single point, plate reader; C2C12 myotubes + simvastatin, ATP luminescence, 48 h; scaled: DMSO 0, geranylgeraniol control 100; rescue of ATP level, % at 7.49 µM; 330,000 compounds, 0.78% hits;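 active = mean ATP rescue above about 67%, or every replicate alone reaching that limit, limit read from the data, passing the limit was not always enough; inconclusive = no clear call, values can overlap the other calls; inactive = mean under the limit and some replicate under it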;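 note: myotubes were challenged with 10 µM simvastatin during compound exposure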
INS-1E GSIS act – GLuc luminescence reporter in INS-1E cells, primary screen for activators of glucose-dependent secretion of insulin | INS-1E GLuc reporter insulin secretion, 2-3 h | activation, % at 16.6 µM | 370,000 compounds, 0.61% hits;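 active = lowest replicate activation of at least 40%, so every replicate reaches that level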;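 note: 0% = median of neutral control wells and 100% = median of IBMX positive control wells; some compounds called inactive have numbers as strong as hits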
* marks the source's active call; other numbers are inactive results; ? = inconclusive; . = not tested or not shown; & = joins results of further samples.

SMILES	ARNT-TACC3 inh	LGR2 antag	PAX8 inh HTS	PglD inh	PGC1a acetyl inh	Cneo AK release	C2C12 statin	INS-1E GSIS act
COc1ccc(CCC(=O)N2CCN(c3ccccc3)CC2)cc1OC	1	6	5	-5	.	5	-2	-2
CN1CCN(C(=O)Nc2ccccc2)CC1	1	11	2	.	5	.	.	-3
COc1ccc([C@@H]2C[C@H]3[C@@H](CN2S(=O)(=O)c2ccccc2)C(=O)C[C@@H](c2ccc(OC)cc2)N3S(=O)(=O)c2ccccc2)cc1	.	-4	2	5	-12	-1	-22	-5
CCCCN(C(=O)CSc1nc2ccccc2n1CC)C1CCS(=O)(=O)C1 (configuration not stated)	.	-5	6	-1	10	1	-3	-2
O=C(NC[C@H]1N[C@H](CO)[C@@H]1c1ccc(C2=CCCCC2)cc1)c1cccc(F)c1	18	-5	33	0	-12	2	-57	-3
O=C(NCC1CCCO1)C(C(=O)c1ccc(F)cc1)n1ccccc1=O (configuration not stated)	-2	.	-6	-4	-16	-2	-5	.
O=C(c1cccc(F)c1)N1CCCCN2[C@H](CO)[C@H](c3ccc(-c4ccncc4)cc3)[C@H]2C1	1	5	14	1	3	-2	.	1
Cc1csc(NC(=O)CSc2nnc(Cn3c(=O)sc4ccccc43)n2-c2ccccc2)n1	-14	-5	8	-8	.	-3	-14	-22
COC(=O)N(C)C[C@H]1OCc2cnnn2CCCC(=O)N([C@@H](C)CO)C[C@H]1C	3	-2	-1&0	-5&0	-9&7	-1&-5	-5&2	8&1
Cc1cccc(CC(=O)Nc2cccnc2)c1	-5	-1	-2	-7	.	0	3	9
Cc1nc(C(=O)NCc2ccccc2)sc1C1(C)CC(c2cccnc2)=NO1 (configuration not stated)	1	.	6	-4	.	4	8	.
O=S(=O)(NCc1ccccc1)NCc1cccc(C(F)(F)F)c1	.	-9	7	3	6	0	4	-6
CCCc1cc(=O)[nH]c(SCC(=O)Nc2ccc(Cl)c(S(=O)(=O)N3CCOCC3)c2)n1	-4	6	3	0	-1	-1	3	24
C[C@H]1CN([C@@H](C)CO)C(=O)c2cc(-c3ccccc3)cnc2O[C@H]1CN(C)Cc1ccc(C(=O)O)cc1	2	-4	.	-1	10	4	-14	2
O=C(CC1(O)C(=O)N(Cc2ccc3c(c2)OCO3)c2ccccc21)c1ccccc1 (configuration not stated)	-5	.	.	-1	0	0	13	.
O=C(Nc1cc(S(=O)(=O)N2CCOCC2)ccc1O)c1ccc(S(=O)(=O)N2CCCCC2)cc1	4	-10	8	5	-1	-2	0	-18
C[C@H]1CN([C@@H](C)CO)C(=O)c2cccc(NC(=O)c3cnccn3)c2O[C@@H]1CN(C)C(=O)Nc1ccc2c(c1)OCO2	4&19	-7&-1	-13	0&1	-1	54&-3	-73&-5	9&15
CCOc1ccc2cc(C#N)c(SCC(=O)N3CCOCC3)nc2c1	-3	-71	-121	-2	-6	-2	-10	21
Cc1ccc(S(=O)(=O)N(Cc2cccc(F)c2)C(=O)N2CCN(C)CC2)cc1	1	-6	-5	2	-2	-1	4	28
COCCn1c(-c2ccc(F)cc2)nc2oc3cc(OC)ccc3c(=O)c2c1=O	-5	15	7	-2	0	-9	2	-8
O=c1[nH]c2cc([N+](=O)[O-])c([N+](=O)[O-])cc2[nH]c1=O	.	4	3	-6	.	2	8	-2
C[C@H]1CN([C@@H](C)CO)C(=O)Cc2cc(NC(=O)Nc3cccc4ccccc34)ccc2O[C@@H]1CN(C)S(=O)(=O)c1ccc(Cl)cc1	6	-21	55	1	10	-1	-6	11
Cc1cc(C(=O)Nc2ccccc2C#N)n(-c2ccccc2)n1	-11	-6	-7	-4	.	-4	7	4
O=C(COC(=O)c1ccc(F)cc1F)NCCC1=CCCCC1	19	-21	1	-1	10	-1	-5	0
CC(C)(C)Cc1nnc(NS(C)(=O)=O)s1	.	-14	.	.	12	.	1	4
CC(C)(CNS(=O)(=O)c1ccc2c(c1)OCCO2)N1CCOCC1	-5	7	-6	2	7	0	18	-19
COc1cccc(CNC(=O)c2cccc(Br)c2)c1	-2	1	-5	.	.	.	-1	19
Cc1ccc(C(C)C)cc1OCC(=O)Nc1nnc(C2CC2)s1	-6	13	18	0	6	0	4	5
CCc1ccc(NC(=O)CCn2nc(C)c(S(=O)(=O)N3CCCCC3)c2C)cc1	-1	7	8	-4	6	-2	2	-30
Cc1ccc(Nc2nc(NCCO)c3ccccc3n2)cc1C	8	?	-21	-6	19	-13	-42	-13

2 of these compounds, set out differently.
Every second line gives: ARNT-TACC3 inh	LGR2 antag	PAX8 inh HTS	PglD inh	PGC1a acetyl inh	Cneo AK release	C2C12 statin	INS-1E GSIS act
> CC(C)(C)Cc1nnc(NS(C)(=O)=O)s1
    .	-14	.	.	12	.	1	4
> O=c1[nH]c2cc([N+](=O)[O-])c([N+](=O)[O-])cc2[nH]c1=O
    .	4	3	-6	.	2	8	-2

New compounds follow
SMILES	ARNT-TACC3 inh	LGR2 antag	PAX8 inh HTS	PglD inh	PGC1a acetyl inh	Cneo AK release	C2C12 statin	INS-1E GSIS act
COc1ccc(OC)c(S(=O)(=O)Nc2ccc(F)cc2)c1	-3	-7	.	0	-37	0	10	10
COC(=O)c1cc(OC)c(OC)cc1N1C(=O)CC(C)(C)CC1=O	-10	.	.	-5	.	0	1	.
CC(=O)c1ccc(NC(=S)Nc2ccc3cn[nH]c3c2)cc1	0	-14	-31	-6	-5	0	3	7
O=C(COC(=O)Cc1ccc(Br)cc1)Nc1ccc(N2CCOCC2)cc1	-3	-15	0	-8	5	2	-20	.
CCN(Cc1ccccc1)C(=O)Cc1c[nH]c2ccccc12	1	-6	9	-2	-6	3	10	2
O=C(COc1ccccc1Br)NC(=O)NC1CCCC1	-7	-77	-247	0	-3	-5	8	15
CCN(CC)CCN1C(=O)/C(=C\c2ccc(Cl)c([N+](=O)[O-])c2)SC1=Nc1ccc(OC)cc1	1	19	54	-10	.	11	-5	-13
O=C(NCC(F)(F)F)[C@H]1O[C@@H](n2ccc(=O)[nH]c2=O)[C@H](O)[C@@H]1O	.	-9	5	1	11	3	1	9
C[C@@H]1CN([C@H](C)CO)S(=O)(=O)c2ccc(-c3cccc(C(=O)N(C)C)c3)cc2O[C@@H]1CN(C)C(=O)Cc1ccccn1	-4	2	.	7	2	-11	4	1
CN(C)c1ccc(C(CNS(=O)(=O)c2ccc3ccccc3c2)c2c[nH]c3ccccc23)cc1 (configuration not stated)	-6	9	14	.	.	.	.	-35
COc1ccc(S(=O)(=O)Nc2ccc3c(c2)C(=O)N([C@@H](C)CO)C[C@@H](C)[C@H](CN(C)C(=O)Cc2ccccc2)OCCCC[C@H](C)O3)cc1	23	9	-19	3	4	-6	.	-25
Cc1cc2nc(-c3ccc(C#N)cc3)c(Cc3cccc(F)c3)n2c(C)c1Br	.	-6	-6	0	-16	-1	29	2
COc1ccc(NS(=O)(=O)c2ccc3c(c2)NC(=O)CO3)c(OC)c1	4	-12	-6	0	-26	16	-27	5
C[C@H](CO)N1C[C@H](C)[C@@H](CN(C)Cc2cccc(C(=O)O)c2)OCc2ccccc2-c2ccccc2C1=O	-3	13	-5	1	4	-3	-27	5
O=C(CCC(=O)c1cccs1)OCC(=O)N1CCN(C(=O)c2ccco2)CC1	0	.	.	1	.	-1	4	.
Cc1ccc(F)c(S(=O)(=O)NC(=O)C2(C)CCN2C(=O)CCc2ccccc2)c1 (configuration not stated)	.	.	-1	-7	0	-2	16	.
COCCNC(=O)CSc1nc2cc3c(cc2c(=O)n1CCCC(=O)NCCc1ccc(OC)c(OC)c1)OCO3	-2	-11	15	-7	-11	-3	2	4
C[C@H](CO)N1C[C@H](C)[C@@H](CN(C)C(=O)c2cccnc2)Oc2cc(-c3cccc(C#N)c3)ccc2S1(=O)=O	2	-13	.	2	7	-2	-26	23
COc1ncnc(NS(=O)(=O)c2ccc(N)cc2)c1OC	-4	3	4	6	13	1	-9	3
Cc1ccc(S(=O)(=O)Nc2ccc3c(c2)CC(=O)N([C@@H](C)CO)C[C@H](C)[C@H](CN(C)S(=O)(=O)c2ccc(C)cc2)O3)cc1	-24	16	-28	0	2	1	39	-16
Cc1cc(O)ccc1-c1cccc2nccn12	.	9	-5	2	2	4	7	14
CCOC(=O)CNC(=O)COc1coc(CN2CCN(c3ccc(F)cc3)CC2)cc1=O	8	-1	-11	4	-6	-2	-9	-7
COc1ccc(S(=O)(=O)Nc2cccc3c2O[C@H](CN(C)Cc2ccc(Cl)c(Cl)c2)[C@@H](C)CN([C@H](C)CO)C3=O)cc1	4	-2&8	16	-8	-27&-12	1	11	-17&-17
CCCc1noc(-c2cccc([N+](=O)[O-])c2)n1	2	-9	-10	.	1	.	.	29
COC(=O)C1=C(O)CSC1=Nc1ccc(C)cc1	-3	5	5	0	2	2	9	.
COc1ccccc1CNC(=O)C[C@@H]1C[C@H]2c3cc(NC(=O)C4CCC4)ccc3O[C@H]2[C@@H](CO)O1	-8	2	4	-3	1	7	6	4
O=C(c1ccccc1)C(CN1CCCCC1)c1ccccc1 (configuration not stated)	-2	?	69*	4	-21	4	11	6
O=C(COC(=O)c1cc[n+]([O-])cc1)Nc1ccc(SC(F)F)cc1	-2	-24	1	0	5	6	.	-11
O=C(NCc1ccc(F)cc1)[C@H]1C[C@H]2C(=O)N3CCC[C@H]3C(=O)N2[C@H]1c1ccc(O)cc1	-9	.	15	-2	4	2	.	.
O=C(C[C@H]1C[C@H]2c3cc(NS(=O)(=O)c4ccccc4)ccc3O[C@H]2[C@@H](CO)O1)NC1CCCC1	-11	-11	.	2	-3	16	-3	-2
C[C@H](CO)N1C[C@H](C)[C@H](CN(C)C(=O)c2ccccc2F)Oc2ncc(-c3cccnc3)cc2C1=O	-3	16	.	3	13	-5	14	7
COc1ccsc1NC(=O)OCc1ccc(Cl)cc1	-3	-38	-39	-12	0	-1	40	-17
COc1ccc(CNC(=O)C[C@@H]2CC[C@H](NS(=O)(=O)c3cccc(OC)c3)[C@H](CO)O2)cc1	14	15	.	2	6	0	-2	-1
COC(=O)CN1C(=O)C2(OCCCO2)c2ccccc21	6	19	.	1	-8	3	6	12
N/C(=N\OC(=O)c1ccccc1)C(C(=O)NOC(=O)c1ccccc1)C1CCCCC1 (configuration not stated)	-6	-34	.	9	1	0	5	1
Cc1ccc(-c2csc3ncn(/N=C/N(C)C)c(=O)c23)o1	1	.	.	-1	.	0	-5	.
CN(C(=O)CSc1nnc(-c2cccnc2)o1)C1CCCCC1	1	0	-20	-3	8	1	-23	-2
O=C(CN1C(=O)NC2(CCc3ccccc3C2)C1=O)NCC(F)(F)F (configuration not stated)	-4	-1	20	3	3	0	4	4
O=C(N/N=C/c1ccccn1)c1sc2ccccc2c1Cl	55*	-82	9	5	-3	1	11	6
